Menin-MLL TR inh: inhibitors of human menin-MLL interaction, mutant MLL peptide; O00255; Menin + Texas Red MLL mutant peptide, fluorescence polarization; Potency, µM (titrated, usually from 61.6 µM), without a hit: at the highest dose FP activity change, negative = inhibition, actives largely listed as inhibitors; 270,000 compounds, 0.23% hits; AID 1768; active = well fitted inhibition curve with a large enough effect in the polarisation, with a control signal flat, not every such curve was filed as active; inconclusive = small, poorly fitted or top-dose-only effect, or effect the other way, or a change in a side signal; inactive = no such curve, though single readings can be large or run the other way; the % refers to the polarisation; note: potency is the fitted concentration of half-maximal effect; % of control where 0% means no effect; many of its hits are not listed in these tables
Tb PFK inh: T. brucei PFK enzyme inhibition. T. brucei PFK, ADP-Glo luminescence. Potency, µM (doses to about 57.5 µM), inactives show top-dose activity, negative = inhibition, actives largely listed as inhibitors. 330,000 compounds, 0.17% hits. AID 485367;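 note: potency is the fitted concentration of half-maximal effect; 0% = uninhibited 1x PFK enzyme wells and -100% = no-enzyme wells; nearly all actives have a fitted effect of over 60% in size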
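Luminescent ADP detection (ADP-Glo, two-step: ATP depletion then ADP-to-ATP conversion for luciferase) reported PFK activity after 45 min room-temperature reaction of 1.25 nM enzyme with 0.5 mM F6P and 0.1 mM ATP at pH 8.0.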
BCR signal inh: chronic active BCR signaling inhibition | ABC-DLBCL IkBa-CBG/CBR reporter, luminescence ratio, 4 h | Potency, µM (highest dose often 46.1 µM), for inactives: top-dose ratio change, negative = lower green/red ratio, most hits filed as inhibitors | 340,000 compounds, 0.05% hits; active = well fitted inhibition curve with a large enough effect in the signal ratio, with a control signal flat, not every such curve was filed as active; inconclusive = small, poorly fitted or top-dose-only effect, or effect the other way, or a change in a side signal; the % refers to the signal ratio;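 note: potency is the fitted concentration of half-maximal effect; plate controls were basal doxycycline-induced cells for no effect and cells given 10 µM MG132 for full effect; MG132 reads +100%, hits lower the ratio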
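Cell line TMD8 (human ABC DLBCL), stably expressing tet-inducible CBG68-IkBa fusion and CBR; IMDM/0.5% FBS; cpd up to 46 uM; dox induction, 4 h, 37C/5% CO2; dual luminescence; green/red ratio; MG132 control.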
FBPA coupling cs: inhibits coupling enzyme system, counter-screen for aldolase hits; coupling enzyme system counterscreen, AmpLite Red fluorescence; 290,000 compounds, 0.67% hits; AID 2472; activity change, negative = inhibition, % at 58.2 µM, hits read low; in the data active = activity change below about -30%; note: % is set by controls: 0 for no effect and ±100 for the full control effect
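Activity here indicates interference with the coupling reaction, not aldolase inhibition. Compounds at 57.5 uM final met coupling enzymes for 10 min at RT; substrate and AmpLite Red detection followed, with a 525/598 nm fluorescence read after 20 min.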
Giardia killer: Giardia lamblia killing | activity change, % at 7.66 µM, hits read low | 340,000 compounds, 0.15% hits | AID 540267 | Giardia lamblia trophozoite viability; in the data active = activity change below about -80%; inconclusive = between about -30% and that limit;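 note: parasites exposed to compound for two days anaerobically before the ATP read; % is set by controls: 0 for no effect and ±100 for the full control effect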
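Killing of trophozoites was scored by loss of ATP luminescence after a 48 hrs anaerobic exposure to compounds at 37 deg C, using 100 cells per well.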
a7 integrin act: integrin-mediated muscular dystrophy alleviation activation. alpha7betagal myoblasts, beta-gal FDG fluorescence, 48 h. Potency, µM (series often up to 38.3 µM), inactives show at the top dose activation, actives largely listed as activators. 350,000 compounds, 0.064% hits;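 note: potency is the fitted concentration of half-maximal effect; 100% = response of the positive control SU9516; nearly all actives have a fitted effect of over 60% in size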
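Alpha7betagal+/- myoblasts (passage 13) were plated 16-24 hr, then exposed to compounds (1:260 dilution of DMSO stock) for 48 hours at 37C. After MPER lysis, β-galactosidase reporter activity was read as FDG fluorescence (ex 480/em 540) after 30 minutes.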
B2AR arrestin: beta2AR (human) beta-arrestin recruitment activity | P07550 | beta-arrestin recruitment to beta2AR, cell-based reporter | Potency, µM (top dose mostly 46.1 µM), for the others: at the highest dose activation, most hits filed as activators | 330,000 compounds, 0.02% hits | AID 492947;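 note: potency is the fitted concentration of half-maximal effect; 0% = DMSO controls and full agonism = EC100 isoproterenol or metaproterenol; nearly all actives have a fitted effect of over 65% in size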
Target sequence (P07550 whole entry, looked up): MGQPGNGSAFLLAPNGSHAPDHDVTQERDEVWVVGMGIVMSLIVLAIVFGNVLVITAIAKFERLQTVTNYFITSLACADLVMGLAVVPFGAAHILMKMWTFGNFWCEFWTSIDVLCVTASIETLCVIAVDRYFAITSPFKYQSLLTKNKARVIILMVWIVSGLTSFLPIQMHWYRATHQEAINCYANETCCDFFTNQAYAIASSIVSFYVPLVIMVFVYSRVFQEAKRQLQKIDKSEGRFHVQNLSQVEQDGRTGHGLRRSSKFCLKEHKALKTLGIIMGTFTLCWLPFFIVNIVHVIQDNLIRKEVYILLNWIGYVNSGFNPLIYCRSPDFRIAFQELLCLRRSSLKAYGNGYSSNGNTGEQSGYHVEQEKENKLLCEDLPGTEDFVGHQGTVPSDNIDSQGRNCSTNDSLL
PTAP TSG101 blk: blocks PTAP/TSG101 interaction to inhibit HIV-1 budding | Q99816 | Fluorescence polarization, FITC-PTAP peptide / Tsg101 binding | Potency, µM (titrated, usually from 115 µM), for the others: at the highest dose activity change, negative = inhibition, actives largely listed as inhibitors | 340,000 tested, under 10 active | AID 493005; active = well fitted inhibition curve with a large enough effect in the main read-out, with a control signal flat, not every such curve was filed as active; inconclusive = small, poorly fitted or top-dose-only effect, or effect the other way, or a change in a side signal; inactive = no such curve, though single readings can be large or run the other way; note: potency is the fitted concentration of half-maximal effect; % of control where 0% means no effect
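Steps: Tsg101 binding domain dispensed (10 uM final), compounds pinned in DMSO, FITC-labeled PTAP-motif peptide added (50 nM final); after 20 min binding at room temperature, polarization measured.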
ASM inhibitor: blocks human secretory acid sphingomyelinase | placental ASM, HMU-PC fluorogenic substrate, 60 min | 340,000 compounds, 0.006% hits | P17405 | Potency, µM (highest dose often 57.5 µM), inactives show at the highest dose activity change, negative = inhibition, actives largely listed as inhibitors; note: potency is the fitted concentration of half-maximal effect
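Fluorescence read-out (Ex 386 nm, Em 447 nm) after stopping the reaction at pH 10. Enzyme: ASM from human placenta; substrate HMU-PC0, 9 uM final; 60 min, 37 °C. Compound preincubation 10 min, ambient temperature.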
PKM2 activator: activators of human pyruvate kinase M2; purified PKM2, Kinase-Glo ATP luminescence, activation; response scale: 0% is enzyme alone, no compound; Potency, µM (titrated, usually from 57.5 µM), for the others: at the highest dose activation, hits mostly activators; 260,000 compounds, 0.34% hits; AID 1631; note: potency is the fitted concentration of half-maximal effect; % is set by controls: 0 for no effect and ±100 for the full control effect; nearly all actives have a fitted effect of over 55% in size
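ATP formation by purified human PK-M2, quantified via coupled luciferase luminescence after 1 h at room temperature with 0.1 mM ADP and 0.5 mM PEP final.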
GALK inhibitor: inhibitors of human galactokinase | Purified GALK, Kinase-Glo residual ATP luminescence | 270,000 compounds, 0.007% hits | Potency, µM (top dose mostly 57.5 µM), without a hit: at the top dose activity change, negative = inhibition, most hits filed as inhibitors | AID 1868; note: potency is the fitted concentration of half-maximal effect; % is set by controls: 0 for no effect and ±100 for the full control effect
Target sequence (P51570 whole entry, looked up): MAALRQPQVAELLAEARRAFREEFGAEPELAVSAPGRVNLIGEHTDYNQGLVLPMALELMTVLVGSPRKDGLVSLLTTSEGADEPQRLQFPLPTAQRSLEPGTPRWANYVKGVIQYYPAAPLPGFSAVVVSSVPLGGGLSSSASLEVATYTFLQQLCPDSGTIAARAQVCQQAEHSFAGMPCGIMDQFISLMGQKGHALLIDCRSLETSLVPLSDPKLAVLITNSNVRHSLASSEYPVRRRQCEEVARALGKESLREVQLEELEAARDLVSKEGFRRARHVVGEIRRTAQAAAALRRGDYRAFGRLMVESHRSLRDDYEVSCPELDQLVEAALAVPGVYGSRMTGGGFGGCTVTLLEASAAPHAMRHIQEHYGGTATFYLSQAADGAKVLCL
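The enzyme phosphorylates galactose (100 uM) using ATP (35 uM); inhibition is detected as higher residual ATP, quantified by bioluminescence after 1 h reaction at room temperature, pH 8.0.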
* = called active by the depositor; ? = inconclusive; · = no result given; [ ] = another dose, or the depositor's remark. Unless noted, calls come from the whole dose curve; as a rule, active = well fitted curve in the direction sought with a large enough effect; inconclusive = small, poorly fitted or top-dose-only effect, or another doubt; inactive = no such curve, though single readings can be large; an effect the other way counts as inactive or inconclusive.

SMILES	Menin-MLL TR inh	Tb PFK inh	BCR signal inh	FBPA coupling cs	Giardia killer	a7 integrin act	B2AR arrestin	PTAP TSG101 blk	ASM inhibitor	PKM2 activator	GALK inhibitor
COc1ccc(CCC(=O)NCc2ccco2)cc1	11.0%	?	2.2%	0.0	10.4	-4.0%	-0.2%	-6.2%	3.2%	11.0%	0.9%
Cc1c(C(=O)CN2CCCC(C)(C)C2)c2ccccc2n1C	?	-1.8%	3.1%	0.5	10.5	1.3%	-0.2%	-1.3%	-5.1%	·	-2.8%
CCN(CC(=O)Nc1c(F)cccc1F)C(=O)CNC(=O)c1ccc(Br)o1	·	-3.2%	-1.4%	·	-8.8	3.6%	-0.3%	0.4%	-0.8%	·	·
C/C(=N\OCC(=O)Nc1c(C)cc(C)cc1C)c1ccc2c(c1)OCCO2	-6.5%	-6.9%	-19.1%	4.1	-6.2	1.6%	-0.2%	1.3%	-0.5%	9.0%	-0.6%
CCCc1cc(C(=O)N2CCCC(Nc3ccc(C)c(C)c3)C2)n(C)n1 (stereo unspecified)	-13.6%	-3.7%	1.1%	1.2	-0.4	-5.3%	0.3%	-1.7%	7.7%	-9.6%	3.9%
Cc1nc2cc(NC(=O)N3CCC(c4ccccc4)C3)ccc2n1C (stereo unspecified)	17.9%	0.1%	?	-0.1	-1.3	-5.2%	3.0%	-6.6%	3.3%	7.6%	-2.3%
N#Cc1ccc(-c2ccc(F)cc2)nc1Sc1ccccc1	?	11.7%[0.46 µM]	6.2%	0.0	-3.0	15.7%	0.6%	-2.5%	-12.8%	-2.0%	-3.0%
NS(=O)(=O)c1ccc(CCNC(=O)c2ccccc2Cc2ccccc2)cc1	·	11.3%	?	·	38.5[activator]	23.7%	-0.5%	-1.2%	4.2%	4.9%	6.2%
COc1ccc2c(c1)-c1nc(/N=C/c3c(O)ccc4ccccc34)sc1CC2	0.2%	-8.1%	?	-38.3*	9.4	-12.8%	-0.6%	-1.5%	-1.2%	15.7%	1.0%
Cc1nn(-c2ccccc2)c(Cl)c1C(=O)N(C)CC(=O)Nc1cccc(F)c1	·	-0.4%	-6.5%	·	20.8	1.7%	-0.1%	-5.6%	0.7%	·	·
COc1ccc(CC(=O)N/N=C/c2cc(Br)cs2)cc1OC	13.2%	2.7%	-15.0%	-2.8	-1.9	0.0%	0.0%	1.6%	-2.5%	-1.0%	0.5%
O=[N+]([O-])c1ccc(-c2nc(NCC3CCCO3)c3ccccc3n2)cc1 (stereo unspecified)	·	11.9%	?	-2.6	3.0	0.0%	-0.8%	-0.7%	-14.4%	4.0%	-1.1%
COCCNc1ccnc2c(Cl)cccc12	-3.0%	0.2%	2.5%	0.1	16.2	-29.3%	-1.1%	0.7%	3.1%	4.2%	·
O=C(C1CCN(S(=O)(=O)c2cccc3nsnc23)CC1)N1CCc2ccccc21	·	-0.7%	0.5%	-0.6	-13.5	-24.9%	-2.0%	-8.7%	-1.2%	2.2%	-4.4%
Cc1nn(CCc2nn[nH]n2)c2nc(C(F)(F)F)cc(C(F)(F)F)c12	3.8%	-2.1%	5.9%	18.1	-22.8	19.5%	-0.1%	-7.1%	18.2%	-6.9%	2.4%
CCc1ccc(CN(C)CC(=O)Nc2ccc3c(c2)CCC3)cc1	?	-0.2%	-19.7%	2.2	0.2	-15.3%	-1.0%	-4.4%	-0.6%	-8.4%	8.4%
Cc1nc(SCC(=O)NC(C)(C#N)C2CC2)c2c(-c3cccs3)csc2n1 (stereo unspecified)	-5.5%	0.0%	-10.7%	5.0	-9.0	-30.8%	3.6%	-1.3%	-3.4%	10.3%	2.0%
COc1ccc(N2CCN(C(=O)CNC(=O)c3ccc(Br)o3)CC2)cc1	·	0.7%	-3.9%	·	-11.6	18.3%	0.1%	-0.8%	-0.8%	2.9%	-4.0%
Cc1ccc(C(=O)OCC(=O)NC2CC2)s1	·	4.4%	3.6%	·	4.9	14.6%	0.3%	-2.4%	4.4%	·	·
COc1cccc(CNC(=O)CN(C)S(=O)(=O)c2ccc(Br)s2)c1	-5.7%	0.0%	-0.1%	1.0	-23.6	18.6%	-0.4%	-0.6%	-1.6%	0.8%	-2.8%
COC(=O)C1=C(N)Oc2cc(C)n(CCc3ccccc3)c(=O)c2C1c1cccnc1 (stereo unspecified)	-15.2%	0.6%	-12.8%	-2.7	14.3	-4.4%	0.2%	-8.7%	1.1%	-10.5%	2.2%
CN1C(=O)CC(P(=O)(c2ccccc2)c2ccccc2)N(C)C1=O (stereo unspecified)	2.3%	0.9%	3.0%	1.9	-3.2	25.4%	-0.2%	-1.0%	2.5%	2.7%	8.3%
COc1ccc2nc(C)cc(N3CCC(C(N)=O)CC3)c2c1	-1.2%	-0.8%	-0.2%	2.4	6.4	9.5%	-0.1%	-3.6%	-0.9%	-12.0%	0.6%
CCn1cc(CN2CCCC(C(=O)Nc3cccc(-c4cc5ccccc5[nH]4)c3)C2)cn1 (stereo unspecified)	?	0.9%	?	1.2	-4.3	-47.3%[inhibitor]	-0.2%	-4.9%	-7.0%	·	-2.8%
CCn1cnc2cc(NS(=O)(=O)c3ccc(OC)c(OC)c3)ccc21	-1.6%	2.2%	0.3%	-4.3	?	25.9%	0.5%	-1.4%	-1.5%	·	·
NC(=O)c1ccc(NC(=O)CN2CCN(c3ccccc3)CC2)cc1	14.3%	0.7%	-1.6%	0.8	5.0	0.0%	-0.8%	-6.6%	1.0%	-0.1%	0.1%
CCOC(=O)C(NC(=O)c1cccc(Cl)c1)(OCc1ccccc1)C(F)(F)F (stereo unspecified)	7.0%	-4.3%	-10.9%	0.2	4.1	-19.8%	-3.8%	1.4%	-2.9%	3.1%	1.0%
COc1ccc(OC)c(Nc2cc(-c3ccccc3)nc(N)n2)c1	10.8%	-11.0%	?	-3.9	-6.3	-16.9%	-0.2%	-1.3%	-0.8%	-6.1%	0.9%
O=C(Nc1ccc(Cl)c(C(F)(F)F)c1)C(=O)N1CCCCC1	-7.6%	-4.9%	?	-1.1	-8.1	15.4%	2.7%	-1.0%	1.7%	5.8%	-0.6%
COc1ccc(CNCC(=O)Nc2cc(OC)cc(OC)c2)cc1	?	4.1%	-1.5%	3.6	12.1	-25.3%	-0.8%	0.1%	-2.4%	·	·
CCOC(=O)c1sc(NC(=O)c2c(C)nn(Cc3ccccc3)c2C)cc1C	71.5%[activator]	2.2%	?	-2.4	1.1	-60.7%[inhibitor]	-0.6%	-2.7%	-6.8%	-8.4%	0.8%
O=[N+]([O-])c1ccc2nonc2c1Nc1cccc(F)c1	5.2%	-1.6%	3.2%	1.7	9.7	-11.9%	-0.5%	-4.9%	-5.3%	·	1.8%
CCCCN(C)Cc1c(O)ccc2c(-c3ccccc3)cc(=O)oc12	?	-0.7%	?	0.3	4.8	9.0%	0.0%	-2.1%	144.7%[activator]	0.8%	-0.3%
O=C(COC(=O)C1(c2ccccc2F)CCCC1)N1CCOCC1	·	-2.8%	2.2%	1.8	-3.1	-1.8%	0.7%	0.3%	2.6%	-15.9%	-1.3%
CCCCOC(=O)c1ccc(NC(=O)COC(=O)CSc2nc(C)cc(C)n2)cc1	8.7%	-0.6%	?	-2.5	19.6	5.0%	-0.4%	-8.8%	-13.3%	1.0%	0.0%
COc1ccnc(N=CNOCc2ccc(C)cc2)c1C#N	1.2%	-1.8%	1.8%	0.6	9.4	0.0%	-0.6%	-2.2%	2.9%	-5.7%	3.4%
C/C(CC(=O)Nc1cccc(Cl)c1Cl)=N\NC(=O)c1ccccc1Br	13.6%	5.3%	?	-0.7	14.8	5.9%	0.3%	-1.8%	-3.7%	3.6%	3.2%
O=C(COC(=O)c1cc(=O)[nH]c2ccccc12)NC1CCCC1	1.6%	-1.6%	1.1%	3.8	-13.9	1.4%	0.0%	-4.1%	13.1%	1.1%	6.8%
Cc1ccc(S(=O)(=O)N2CCOC23CCN(C(=O)c2ccc(Cl)cc2Cl)CC3)cc1	-2.4%	-0.5%	-5.9%	-2.8	-0.5	-69.3%[inhibitor]	0.2%	2.8%	2.9%	·	1.4%
CCOC(=O)C1=C(CS(=O)(=O)c2ccc(C)cc2)NC(=O)NC1c1cc(OC)c(OC)c(OC)c1 (stereo unspecified)	0.0%	-1.8%	0.7%	-0.2	48.7[activator]	-14.0%	-0.5%	-3.0%	-1.6%	-7.9%	-0.6%

The list is partial; the hit share may differ from the screen's.
